TPT1 inh: inhibitors of Candida albicans tRNA 2'-phosphotransferase TPT1; recombinant caTPT1, FP RNA substrate dephosphorylation; inhibition, % at 5 µM; actives 0.81% (n = 300,000);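 active means inhibition above the mean of all tested compounds plus 3 SD, set per screening campaign, cut at about 24% in these data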;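 further: plate controls were DMSO alone for no effect and ferristatin control at 100 nM for full effect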
PAFAH2 FP inh: inhibitors of human PAFAH2. Q99487. inhibition, % at 3.39 µM. actives 0.99% (n = 340,000). recombinant PAFAH2, FP-rhodamine activity probe, fluorescence polarization;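 active means inhibition above the mean over all tested compounds plus 3 SD, cut at about 30% in these data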;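 further: inhibitors block probe labeling of enzyme so polarization drops; 0% = enzyme with DMSO and 100% = wells lacking PAFAH2 protein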
AHR act: activators of human aryl hydrocarbon receptor; P35869; AHR-responsive luciferase reporter cells, luminescence; activation, % at 5 µM; actives 2.5% (n = 320,000); in the data active means activation above about 47%;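 further: 0% = vehicle wells and 100% = reference agonist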
CTSL1 counter: blocks F. hepatica cathepsin L1 in PFM18AAP counter-screen; inhibition, % at 5.96 µM; recombinant F. hepatica cathepsin L1, Z-Leu-Arg-MCA fluorescence; actives 0.49% (n = 300,000);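 active means inhibition above the mean of all tested compounds plus 3 SD, set per screening campaign, cut at about 17% in these data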;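 further: 0% = plate median of test compound wells and 100% = 1 µM Z-Phe-Ala-diazomethylketone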
proCasp3 act: activates human procaspase-3 | recombinant procaspase-3 D3A, Ac-DEVD-pNA absorbance 405 nm | activation, % at 8.5 µM | actives 0.11% (n = 330,000);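 active means activation above the mean of all tested compounds plus 3 SD, cut at about 21% in these data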;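 further: 0% = DMSO alone and 100% = DMSO wells spiked with extra 5 µM PC-3 D3A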
Target sequence (P42574 whole entry D9A/D28A/D175A): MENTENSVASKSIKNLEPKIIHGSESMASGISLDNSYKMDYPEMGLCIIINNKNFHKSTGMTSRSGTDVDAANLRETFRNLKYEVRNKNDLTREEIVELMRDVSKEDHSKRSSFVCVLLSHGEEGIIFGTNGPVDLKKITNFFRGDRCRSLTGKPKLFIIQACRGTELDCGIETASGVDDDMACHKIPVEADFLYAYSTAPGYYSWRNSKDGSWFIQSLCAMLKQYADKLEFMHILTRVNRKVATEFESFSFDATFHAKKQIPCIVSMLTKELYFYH
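Technique: 405 nm absorbance of p-nitroaniline, reads at 0 and 120 min; Test system: Procaspase-3 D3A mutant; Incubation: 1 h enzyme-compound preincubation, then 2 h substrate reaction, 25 °C; Repeats: singlicate, each compound tested once; Benchmarks: low control DMSO wells, high control DMSO plus 5 µM PC-3 D3A.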
HCV core dimer: HCV core protein dimerization inhibition. TR-FRET GST/Flag-core106 dimerization, 1536-well. actives 0.33% (n = 300,000). AID 1899. inhibition, % at 5 µM;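 active means inhibition above the mean of all tested compounds plus 3 SD, set per screening campaign, cut at about 45% in these data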
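Assay system: tagged HCV core106 pair (GST and Flag); medium: KF-containing HEPES buffer, pH 7.45, DTT, CHAPS, BSA; also added: Eu donor and XL665 acceptor anti-tag antibodies; dosing: 5 µM single dose; timing: compound-protein-antibody incubation 4 h at 22.5 °C; signal: TR-FRET 671 and 617 nm emission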
PP1 inh: counter-screen for PP5 inhibitors: inhibitors of human PP1-alpha; purified PP1alpha, OMFP fluorescence; inhibition, % at 6.7 µM; actives 0.9% (n = 320,000); AID 2235;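 active means inhibition above the mean inhibition of all tested compounds plus 3 SD, computed separately for each screening campaign, cut at about 15% in these data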
proCasp7 act: counter-screen for procaspase-3 activators: activators of human procaspase-7; P55210; recombinant procaspase-7, Ac-DEVD-pNA absorbance 405 nm; D23A/D198A/D206A triple mutant, cannot self-cleave; scale: DMSO 0, 5 µM enzyme 100; activation, % at 8.5 µM; actives 0.093% (n = 330,000);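 active means percent activation above the screen-wide mean plus 3 SD, cut at about 25% in these data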
Target sequence (P55210 whole entry D23A/D198A/D206A): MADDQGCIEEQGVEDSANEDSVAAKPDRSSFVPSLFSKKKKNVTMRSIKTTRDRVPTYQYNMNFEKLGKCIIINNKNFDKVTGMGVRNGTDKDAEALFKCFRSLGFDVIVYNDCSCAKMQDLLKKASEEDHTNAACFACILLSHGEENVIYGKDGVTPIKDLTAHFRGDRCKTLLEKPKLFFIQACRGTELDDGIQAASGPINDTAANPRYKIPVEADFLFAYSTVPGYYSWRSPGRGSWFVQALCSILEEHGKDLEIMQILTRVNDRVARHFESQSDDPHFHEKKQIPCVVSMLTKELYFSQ
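Test system: Procaspase-7 triple mutant (PC-7 D3A). Also added: Ac-DEVD-pNA substrate, 400 µM as added. Schedule: 1 h enzyme–compound preincubation and 2 h substrate reaction, both 25 °C. Signal: p-Nitroaniline absorbance at 405 nm, read at 0 and 120 min. Control set: low DMSO alone, high DMSO plus 5 µM PC-7.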
PP5 inh: blocks human protein phosphatase 5 activity; P53041; purified PP5c, OMFP substrate fluorescence; actives 0.18% (n = 320,000); inhibition, % at 6.7 µM;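 active means inhibition above the campaign's mean inhibition across all tested compounds plus 3 SD, cut at about 9.5% in these data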;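 further: 0% = DMSO only and 100% = 100 µM cantharidin control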
Target sequence (P53041 whole entry, looked up): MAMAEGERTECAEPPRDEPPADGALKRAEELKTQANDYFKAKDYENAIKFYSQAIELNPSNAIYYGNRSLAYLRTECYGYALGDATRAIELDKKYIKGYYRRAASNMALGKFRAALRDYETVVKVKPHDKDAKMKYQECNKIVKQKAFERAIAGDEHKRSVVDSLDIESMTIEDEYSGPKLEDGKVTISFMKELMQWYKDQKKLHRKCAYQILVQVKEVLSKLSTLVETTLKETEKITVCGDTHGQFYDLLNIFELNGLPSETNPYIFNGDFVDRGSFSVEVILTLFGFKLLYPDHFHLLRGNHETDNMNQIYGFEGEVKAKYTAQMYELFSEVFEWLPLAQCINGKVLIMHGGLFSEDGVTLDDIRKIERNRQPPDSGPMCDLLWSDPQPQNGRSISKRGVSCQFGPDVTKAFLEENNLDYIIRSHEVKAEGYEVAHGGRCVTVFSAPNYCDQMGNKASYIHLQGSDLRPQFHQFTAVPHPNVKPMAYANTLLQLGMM
Starred values were filed as active, the others as inactive; / = not tested or not shown.

SMILES	TPT1 inh	PAFAH2 FP inh	AHR act	CTSL1 counter	proCasp3 act	HCV core dimer	PP1 inh	proCasp7 act	PP5 inh
COc1ccc(-n2nc(C(=O)NCC(=O)N3CCCCC3)c3ccccc3c2=O)cc1	-2	4	1	1	1	-2	4	2	0.4
C/C(Cn1nnc([N+](=O)[O-])n1)=N\NC(=O)c1ccccc1Cl	-5	-1	1	7	5	3	-3	-3	0.9
O=C(CSc1nncn1-c1cccnc1)Nc1cccc(C(F)(F)F)c1	-1	-13	3	-1	9	3	1	4	1.4
CCOC(=O)c1[nH]cnc1C(=O)Nc1ccncc1	1	11	-1	-1	0	2	4	-2	1.5
O=C(O)CSCC(=O)N1N=C2/C(=C/c3ccccc3)CCCC2C1c1ccccc1 (stereo not given)	0	4	49*	5	-1	10	4	-6	-0.4
C[C@H]1COC(=O)[C@H](Cc2ccc(F)cc2)CC/C=C/C[C@@H](CC(=O)N[C@@H](CO)Cc2ccccc2)C(=O)N1	/	8	0	/	7	/	/	3	/
CCOc1nc(NCCc2ccc(OC)c(OC)c2)nc(NC(C)(C)CO)n1	-4	-7	-1	-2	15	-3	0	9	-0.6
CC(=O)c1cccc(CN2CCN(CCc3ccccc3)C(CCO)C2)c1 (stereo not given)	-1	0	1	-3	2	2	-4	0	-2.5
CCOC(=O)C1CCCN(C(=O)c2ccc(CNc3c(N4CCC(C)CC4)c(=O)c3=O)cc2)C1 (stereo not given)	-3	6	-3	0	-1	-1	2	12	-1.1
COc1ccc(C2C(C#N)=C(SCC(=O)Nc3ccc(C)cc3)NC3=C2C(=O)CC(C)(C)C3)cc1 (stereo not given)	0	0	-3	3	4	36	0	-6	4.7
CCOc1ccc(NC(N)=O)cc1OCC	-3	-21	4	4	-5	-5	1	-12	-0.3
CCOc1cc(C2C3=C(CC(C)(C)CC3=O)N(CCOC)C3=C2C(=O)CC(C)(C)C3)ccc1OC	1	5	0	-1	8	2	1	-5	-1.7
c1ccc2c(c1)ncc1cccn12	1	-5	11	-1	4	-1	-2	-7	-0.6
Cc1ccc(NS(=O)(=O)c2ccc(Cl)c(NC(=S)NC(=O)C3CCCCC3)c2)cc1Cl	0	-51	31	2	3	18	5	-9	3.9
O=C(N/N=C/c1c(F)c(F)c(F)c(F)c1F)c1cc(-c2ccccc2)nc2ccccc12	-4	-9	5	-4	-4	2	0	-2	0.5
CCOC(=O)c1ccc(NC(=O)c2ccccc2[N+](=O)[O-])cc1	-2	-8	-2	-2	-5	3	-5	0	-0.3
CC(C)(CC(=O)O)CC(=O)Nc1ccc(Oc2ccc(C(C)(C)C)cc2)nc1	-2	/	0	-6	-12	-4	1	3	1.0
COc1ccccc1C(=O)NC(=O)COC(=O)C1(C)CC1(Cl)Cl (stereo not given)	3	3	0	-9	2	0	-1	2	1.6
CNCCOc1nc(N2CCOCC2)nc(C)c1[N+](=O)[O-]	1	-1	1	-4	1	7	-4	-8	2.5
CC(=O)NCCc1nc2ccccc2n1CCOc1cccc(C)c1	-2	-5	3	-1	2	5	-5	-3	0.5
COc1ccc(NC(=O)CCN2C(=O)c3cccc([N+](=O)[O-])c3C2=O)cc1	2	-4	0	0	-8	15	-5	3	9.0
CCOc1ccccc1NC(=O)/C(C#N)=C/c1c(C)nn(-c2ccc(F)cc2)c1Cl	-1	0	13	-2	5	-1	0	-3	-1.1
CCOc1ccccc1N1CC(C(=O)N2CCc3ccccc3C2)CC1=O (stereo not given)	0	-5	18	0	7	-3	-2	16	-0.5
Cc1ccccc1NC(=O)C1CCN(c2cc(-c3ccccc3)nc3ncnn23)CC1	-3	5	0	0	3	5	-3	1	1.6
O=C(O)CN=C(NS(=O)(=O)c1ccccc1)c1ccccc1	0	5	-1	-1	9	-6	2	5	1.4
COc1ccc(CN=CC2=C(O)CC(C)(C)CC2=O)cc1	-3	2	3	2	7	-1	0	6	1.7
O=C(COC(=O)COc1ccc(Cl)cc1Br)NC1CC1	/	9	0	/	8	/	/	1	/
Cc1ccc(S(=O)(=O)N2CCC(=O)N(C(COCc3ccc(Cl)cc3)Cc3ccccc3)CC2)cc1 (stereo not given)	1	7	2	4	4	12	12	-15	5.1
C=CCN(CC=C)S(=O)(=O)c1ccc(C(=O)Nc2nnc(CSC)o2)cc1	-1	-2	1	-2	-1	-1	22*	-10	0.0
Cc1cccc(NC2=C(NC(=O)c3ccccc3)C(=O)c3ccccc3C2=O)c1	-1	11	106*	2	-1	-3	-1	-8	0.8
O=C(NCC1COc2ccccc2O1)c1ccccc1 (stereo not given)	0	0	11	4	2	-2	-5	-2	3.3
COc1ccccc1CN(C)C(=O)CN1CCN(C(=O)c2cccs2)CC1	/	8	1	/	3	/	0	-8	1.0
Cc1ccc([N+](=O)[O-])cc1NC(=O)Nc1ccc(S(N)(=O)=O)cc1	-6	-6	6	4	3	13	0	1	1.4
COc1ccccc1NC(NC(=O)c1ccccn1)C(Cl)(Cl)Cl (stereo not given)	-5	2	1	-3	3	4	-1	1	0.5
COc1ccc(-c2c(-c3ccsc3)oc3ccc(N4CCOCC4)cc23)cc1	-1	11	47*	4	4	-6	4	3	1.8
CCOc1cc(N2CCOCC2)c(OCC)cc1NC(=O)COC(=O)[C@H](Cc1c[nH]c2ccccc12)NC(C)=O	0	-2	3	-6	-1	-6	-4	9	-0.3
CCC(=O)Nc1cccc(-n2nnnc2SCC(=O)N2CCCCC2)c1	5	3	3	10	-7	-7	-3	-15	-3.1
CC1=C(C(=O)N2CCCC(C(=O)c3cccc(C(F)(F)F)c3)C2)OCCO1 (stereo not given)	-3	2	1	0	8	8	-1	2	2.0
COc1ccc(S(=O)(=O)NCC2CCCO2)c(Cl)c1Cl (stereo not given)	-5	6	0	-6	14	4	-3	-3	0.2
CC(=O)Nc1nc(SCCCc2ccccc2)n[nH]1	-4	3	0	1	15	-3	0	-2	2.2
COc1ccc(C2CC(c3ccccc3)Nc3ncnn32)cc1 (stereo not given)	-3	-3	-1	-1	-5	-2	-6	7	1.0
CN(C)S(=O)(=O)c1ccc(Cl)c(C(=O)NC2CCN(Cc3ccccc3)C2)c1 (stereo not given)	4	3	-1	7	7	-2	5	5	2.2
COc1ccc2sc(N3C(=O)C4CC=C(C)CC4C3=O)nc2c1 (stereo not given)	-1	16	2	-1	-3	2	2	5	0.8
Cc1ccccc1CNC(=O)CN(c1ccccc1Cl)S(C)(=O)=O	-3	10	2	5	11	0	-8	10	2.9
CCNC(=S)N(Cc1c(C)noc1C)c1ccccc1	0	2	3	-5	-5	-1	-1	-5	-1.0
Cc1ccc(C(=O)N2CCN(c3ccc([N+](=O)[O-])c(NCc4cccnc4)c3)CC2)cc1	0	6	-1	1	-11	0	1	-14	1.8
O=C(NC1CCOCC1)C1CCC(=O)N(Cc2ccc(Cl)cc2)C1 (stereo not given)	0	0	1	1	4	-10	-7	-8	2.4
O=C(O)[C@H](Cc1ccccc1)NC(=O)N1CCN(c2cccc(C(F)(F)F)c2)CC1	-4	-4	0	6	1	-3	0	8	-0.3
CCOc1cc(C#N)c(NC(=O)c2ccnn2C)cc1OCC	0	0	7	-3	-1	-2	-3	10	0.0
CCOC(=O)C1CCN(C(=O)Cn2cc(C#N)c3ccccc32)CC1	-4	-6	6	0	0	3	-6	0	-1.2
COn1c(-c2ccc(Cl)cc2)nc2ncccc21	0	6	31	1	6	6	-3	-4	-0.4
COc1ccc(-c2nc3c(c4nnc(SC(C)C(=O)Nc5ccc(C)cc5)n24)COC(C)(C)C3)cc1 (stereo not given)	-2	-4	1	1	2	2	-3	-4	-1.1
CCC(C)Sc1nnc(Cc2cc(=O)[nH]c(=O)[nH]2)n1-c1ccc(F)cc1 (stereo not given)	-3	-2	1	-1	5	1	-6	-11	3.3
COc1ccc2[nH]c(=O)c(-c3nnn(-c4ccc(Cl)nc4)n3)cc2c1	-1	3	16	1	1	1	0	-10	-0.2
COc1ccc(C(=O)NC(=S)NC(C)(C)C)cc1Br	3	-10	5	-1	6	4	4	0	6.2
Cc1c(NC(=O)c2ccc(S(=O)(=O)N3CCOCC3)cc2)cccc1[N+](=O)[O-]	0	1	-2	1	0	-2	0	9	-1.8
COc1ccc(OCC(=O)O/N=C(\N)c2ccc(OC)cc2)cc1	-1	1	-3	-5	-13	1	-4	7	-0.4
CC(=O)N1CCC(N(C(=O)Nc2ccc(C)c(C)c2)C2CCCC2)CC1	2	0	-1	-5	-2	-7	-16	1	2.7
O=C(CC1(O)C(=O)N(Cc2cccc3ccccc23)c2ccccc21)c1cccnc1 (stereo not given)	1	0	4	3	-2	2	8	3	2.0
Cc1cc(C(=O)OCC(=O)NC(=O)NC(C)(C)C)c(C)o1	1	7	-1	4	1	1	3	6	2.1

In a second layout: 6 of the compounds above
SMILES,TPT1 inh,PAFAH2 FP inh,AHR act,CTSL1 counter,proCasp3 act,HCV core dimer,PP1 inh,proCasp7 act,PP5 inh
O=C(NC1CCOCC1)C1CCC(=O)N(Cc2ccc(Cl)cc2)C1 (stereo not given),0,0,1,1,4,-10,-7,-8,2.4
COc1ccc(-c2nc3c(c4nnc(SC(C)C(=O)Nc5ccc(C)cc5)n24)COC(C)(C)C3)cc1 (stereo not given),-2,-4,1,1,2,2,-3,-4,-1.1
CCOC(=O)C1CCN(C(=O)Cn2cc(C#N)c3ccccc32)CC1,-4,-6,6,0,0,3,-6,0,-1.2
Cc1ccc(C(=O)N2CCN(c3ccc([N+](=O)[O-])c(NCc4cccnc4)c3)CC2)cc1,0,6,-1,1,-11,0,1,-14,1.8
COc1ccc(C(=O)NC(=S)NC(C)(C)C)cc1Br,3,-10,5,-1,6,4,4,0,6.2
COc1ccc(OCC(=O)O/N=C(\N)c2ccc(OC)cc2)cc1,-1,1,-3,-5,-13,1,-4,7,-0.4

The results go on.
SMILES	TPT1 inh	PAFAH2 FP inh	AHR act	CTSL1 counter	proCasp3 act	HCV core dimer	PP1 inh	proCasp7 act	PP5 inh
CNC(=S)N/N=C/c1ccc(-c2ccc(Cl)c([N+](=O)[O-])c2)o1	2	/	8	5	0	-3	4	-2	2.7
COc1cccc(-n2nnc3c(=O)n(Cc4cccc(C)c4)cnc32)c1	0	0	2	-4	12	12	2	-3	0.6
Nc1nc(-c2ccccc2Br)cs1	3	-2	2	-5	-2	-1	2	-1	0.3
O=C(CNC(=O)c1ccc(Br)cc1)NCC(=O)OCC(=O)c1ccc([N+](=O)[O-])cc1	-1	0	1	-1	-25	-11	1	-29	-0.4
O=C(COc1ccccc1Cl)Nc1ccc(C(=O)c2ccc(C(=O)O)cc2)cc1	-1	4	-5	2	3	9	-3	-13	-0.3
OCC1(CCOc2ccccc2)CCN(Cc2cc(Cl)ccc2O)CC1	-4	-7	-1	0	-1	-9	4	-8	1.8
Oc1c(Br)cc(/C=N/n2c(-c3ccccc3)n[nH]c2=S)c(Br)c1O	-2	/	0	0	-2	6	4	-21	2.9
O=C(OCC(=O)N1N=C(c2ccc(Cl)cc2)CC1c1ccco1)c1cccnc1 (stereo not given)	/	8	10	/	-21	/	/	-26	/
CC(=O)Nc1ccc(Nc2ccccc2)cc1	3	3	1	0	1	-9	-3	7	-1.1
